LYP inhibition: inhibitors of LYP phosphatase, biochemical, fluorescence intensity, uHTS (AID 1779); recombinant LYP phosphatase, fluorescence intensity; higher % means a stronger effect; inhibition, % at 11.5 µM; hits with a dose series show IC50 in µM; 290,000 tested, 0.054% active;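 note: plate controls were vehicle with enzyme for no effect and no enzyme for full effect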
CSM14.1 death rescue: rescue of cells from ER stress-induced death, primary screen, 384-well, CSM14.1, thapsigargin, ATP luminescence (AID 1222); CSM14.1 thapsigargin-induced death rescue, ATP luminescence; higher % means a stronger effect; one-dose cellular ATP content (survival), % at 20 µM; EC50 in µM for titrated hits; 190,000 tested, under 10 active;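 active = EC50 below 50 µM in the dose-response confirmation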;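 note: death triggered by thapsigargin at about 15 µM added after 2 h compound pretreatment; cell ATP read after overnight thapsigargin exposure of roughly 18 to 22 hours; normalized against plate controls of thapsigargin alone and 5% DMSO vehicle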
XIAP displacement: XIAP antagonists, biochemical, IAP family, fluorescence polarization (AID 1018); one-dose displacement, % at 20 µM; IC50 in µM for titrated hits; XIAP BIR domain, fluorescence polarization peptide displacement; higher % means a stronger effect; 200,000 tested, 0.007% active; in the data active = displacement above about 50%; note: a part of the inactive calls stands beside numbers as strong as those of hits
AID2073: disruptors of CaV2.2 binding to Mint1 – biochemical, HTRF (AID 2073) | HTRF protein-protein interaction, Mint1-CaV2.2; higher % means a stronger effect | inhibition, % at 20 µM; hits with a dose series show IC50 in µM | 290,000 tested, 0.19% active; in the data active = inhibition mostly above about 51%, no sharp cut-off; inconclusive = no clear call, values can overlap the other calls; inactive = mostly below about 53%; note: some results filed as inactive read as strong as hits
P. falciparum M1AAP: P. falciparum M1AAP inhibitors, biochemical, fluorogenic H-Leu-NHMec substrate, 1536-well (AID 1445); recombinant M1AAP, H-Leu-NHMec fluorogenic kinetic assay; higher % means a stronger effect; one-dose inhibition, % at 30 µM; IC50 in µM for titrated hits; 220,000 tested, 0.42% active;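 active = primary inhibition above the hit cutoff, then over 50% inhibition at one or more dose response concentrations, cut at about 23% in these data, passing the limit was not always enough; inconclusive = conflicting primary data, or primary hits not chosen for dose response; inactive = low primary inhibition, or under 50% at every dose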;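 note: plate controls were DMSO full reaction for no effect and no enzyme background for full effect; strong numbers were not always called active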
Lipid droplet: hepatic lipid droplet formation modulation; inhibition, % at 6.5 µM; AID 1656; 240,000 tested, 0.4% active; AML12 mouse hepatocytes, oleate lipid droplets, BODIPY imaging;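 active = lipid droplet intensity inhibited by at least 50%, with more than 500 cells counted; inconclusive = wells with under 300 cells, treated as cytotoxic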
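Test system: AML12 mouse liver cells; schedule: overnight exposure; technique: high-content imaging of BODIPY-stained droplets and DAPI nuclei; read-out: % inhibition of corrected integrated BODIPY droplet signal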
NOD2 inhibition: inhibition of NOD2-driven NF-kB reporter – cell-based, luminescence, uHTS, HEK293 (AID 1566); HEK293 NOD2/NF-kB luciferase reporter, luminescence; higher % means a stronger effect; one-dose inhibition, % at 4 µM; EC50 in µM for titrated hits; 290,000 tested, 0.63% active; note: many of its hits are not listed in these tables
Siah-1 displacement: Siah-1 peptide-binding antagonists, primary screen, biochemical, fluorescence polarization, rhodamine-plectin, uHTS (AID 1817) | Siah-1 / rhodamine-plectin peptide fluorescence polarization; higher % means a stronger effect | displacement, % at 20 µM, or IC50 in µM where a hit was titrated | 290,000 tested, 0.02% active;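 active = displacement of at least 50% at 20 µM, with a fluorescence ratio check between 0.3 and a set limit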;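 note: plate controls were Siah plus tracer with DMSO for no effect and tracer alone without Siah for full effect; strong numbers were not always called active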
M17LAP inhibition: P. falciparum M17LAP inhibitors, primary screen, biochemical, fluorogenic H-Leu-NHMec substrate, 1536-well (AID 1619) | 220,000 tested, 0.38% active | one-dose inhibition, % at 30 µM; IC50 in µM for titrated hits | recombinant M17LAP, H-Leu-NHMec fluorogenic kinetic assay; higher % means a stronger effect;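 active = compound inhibiting the enzyme by more than half at any dose during confirmatory dose-response retesting; inconclusive = strong single-dose inhibitors picked by rank but not retested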;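 note: plate controls were full reaction with DMSO carrier for no effect and no enzyme background for full effect; strong numbers were not always called active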
Lipid droplet cells 6.5 µM: also measured in Lipid droplet; calls as there; cell count; measured here: cell count, cytotoxicity flag;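 cells counted across two imaged fields per well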
An asterisk follows results filed as active; ? = inconclusive; / = not tested or not shown. Cut-off read from the data, not from the text of the source, unless noted: active = inhibition above about 50%; inactive = the rest.

The line under a structure holds: LYP inhibition, CSM14.1 death rescue, XIAP displacement, AID2073, P. falciparum M1AAP, Lipid droplet, Lipid droplet cells 6.5 µM, NOD2 inhibition, Siah-1 displacement, M17LAP inhibition
1	O=[N+]([O-])c1ccc2nc(SCc3cn4cccnc4n3)[nH]c2c1
  -4.3%, /, /, -0.6%, 7.9%, -1.4, 643, 6.5%, -4.3%, 2.4%
2	CNC(=O)c1sc(-c2ccc(Cl)cc2)nc1C
  -2.7%, 9.8%, -2.8%, 10.2%, 7.9%, 12.8, 763, -59.6%, 4.5%, -4.2%
3	CN(C)Cc1ccccc1Sc1ccc(O)cc1O
  -0.7%, 0.1%, -6.0%, -12.7%, 6.0%, -35.4, 662, 1.5%, 5.0%, 5.5%
4	O=C(Cn1nnc2ccccc2c1=O)Nc1ccc(S(=O)(=O)N2CCOCC2)cc1
  -2.1%, 1.2%, -5.1%, 50.3%, 6.3%, 0.3, 694, 10.5%, 5.7%, 4.5%
5	CCN1CCN(C(=S)Nc2ccc3nc4n(c(=O)c3c2)CCCCC4)CC1
  42.8%, 0.6%, -4.7%, -9.0%, 0.2%, 24.7, 723, 22.2%, 5.8%, 4.1%
6	Cc1ccc(OCC(=O)NC2=NCCS2)cc1
  -6.3%, -1.9%, -5.6%, -2.4%, -5.9%, /, /, -70.3%, 6.7%, 2.1%
7	O=C(Cn1cnc2ccccc2c1=O)NCCC(=O)Nc1ccccc1C(F)(F)F
  -7.1%, /, /, -11.8%, /, -3.3, 755, -4.1%, -0.4%, /
8	CSCC[C@@H](Nc1nc(-c2ccccc2)nc2c1oc1ccccc12)C(=O)O
  11.6%, 0.2%, 5.5%, 21.4%, 2.2%, 1.7, 699, -10.8%, -3.1%, 19.2%
9	Cc1ccc(S(=O)(=O)NCC2CCCO2)cc1[N+](=O)[O-] (stereo not drawn)
  -8.7%, -2.6%, -7.9%, 7.0%, 6.6%, -3.9, 710, 22.2%, -2.8%, -0.3%
10	Nc1nc2nccc(-c3ccc(Cl)cc3)n2n1
  -31.8%, -2.9%, -6.5%, 32.6%, ?, /, /, -29.1%, -3.7%, -195.8%
11	C=CCNC(=O)C(=O)c1cccn1-c1ccsc1C(=O)OC
  -1.4%, -1.2%, -2.8%, -1.9%, 1.9%, 4.7, 741, 13.4%, 1.5%, 2.0%
12	O=C1/C(=C/c2ccncc2)Oc2cc(OS(=O)(=O)c3ccccc3)ccc21
  1.2%, /, /, -16.9%, 0.8%, -9.0, 734, -18.8%, -0.6%, 9.8%
13	COC(=O)c1ccc(/C=N/OCC(=O)NC2CCCC(C)C2C)cc1 (stereo not drawn)
  1.2%, -0.3%, -14.3%, 22.2%, -1.9%, -0.3, 689, 7.2%, 1.3%, 5.9%
14	Cc1ccc(N2CC(C(=O)NCc3ccccn3)CC2=O)cc1 (stereo not drawn)
  2.1%, 1.7%, 0.6%, 6.0%, 5.4%, -9.5, 744, 9.5%, 1.2%, 5.7%
15	C=CCn1c(SCCOC)nc2c1c(=O)[nH]c(=O)n2C
  -2.8%, 0.1%, -2.5%, -9.4%, 9.0%, /, /, 12.1%, 1.3%, 5.0%
16	COC(=O)CN1C(=S)N(C)C(=O)C1CC(=O)Nc1ccccc1 (stereo not drawn)
  1.0%, -2.7%, -3.9%, 0.2%, 5.2%, 5.2, 700, 0.4%, 0.7%, -3.5%
17	O=C(NNC(=O)c1ccccc1Br)c1ccncc1
  -4.6%, /, /, -1.4%, /, 11.2, 766, -4.0%, 3.4%, /
18	COc1cccc(OCc2cc(C(=O)N3CCN(c4ccccc4OC)CC3)no2)c1
  -9.1%, /, /, -6.2%, /, -19.8, 756, -19.9%, 0.4%, /
19	Cc1cc(C)nc(NS(=O)(=O)c2ccc(NC(=O)c3cccc(N4C(=O)CCC4=O)c3)cc2)n1
  -9.3%, -0.9%, -3.6%, -8.4%, -0.1%, 0.5, 676, 1.9%, 5.7%, 8.0%
20	CCOc1ccc(/C=N/NC(=O)C(O)c2ccccc2)c(O)c1 (stereo not drawn)
  -3.8%, /, /, -2.7%, /, 13.8, 808, /, 2.3%, /
21	Cc1cc(=O)n2c3ccccc3n(CC(O)CN3CCN(Cc4ccccc4)CC3)c2c1C#N (stereo not drawn)
  -5.6%, /, /, 0.9%, 4.5%, 1.9, 732, 7.5%, -3.5%, -0.8%
22	S=c1[nH]nc(-c2ccccn2)n1/N=C/c1cccc(Cl)c1
  -2.7%, -1.1%, -12.8%, -6.3%, 12.0%, 21.8, 685, 5.9%, 4.8%, 14.8%
23	C=CCOC(=O)C1=C[C@H](c2coc3ccccc3c2=O)[C@@H](CCCO)[C@H](OCC)O1
  -4.1%, 4.0%, -5.1%, 6.2%, 1.1%, 9.9, 694, 10.1%, 19.9%, 8.7%
24	Cc1cccc(-n2c(C)cc(/C=N/NC(N)=S)c2C)c1
  -1.4%, 4.8%, 29.8%, 8.9%, 5.5%, -15.9, 627, -8.4%, -0.1%, -5.6%
25	Cn1c(C(=O)O)c(CC(=O)NCC2COc3ccccc3O2)c2ccccc21 (stereo not drawn)
  -5.6%, -1.5%, -4.1%, 1.3%, 5.7%, /, /, 13.6%, -2.3%, 15.7µM*
26	O=C(Nc1cccnc1Cl)C1=NN(c2ccccc2)C(=O)CC1
  -7.1%, /, /, 7.1%, /, -6.7, 680, 7.0%, -4.0%, /
27	COCCNC(=O)C(c1ccc(C)o1)N(CC1CCCO1)C(=O)Cn1nnc2ccccc21 (stereo not drawn)
  -3.9%, -2.5%, -6.7%, 6.1%, 8.7%, /, /, 10.8%, 1.3%, 11.6%
28	Cc1ccc2oc(C(F)(F)C(F)F)cc(=O)c2c1
  -4.6%, /, /, 7.3%, 9.8%, -1.0, 739, 3.8%, 12.2%, -7.7%
29	O=C(CNCC1CCCCC1)Nc1ccc(OC(F)(F)F)cc1
  -3.3%, 0.9%, -0.9%, -4.5%, -4.3%, 6.3, 658, -8.9%, 1.1%, -10.8%
30	COC(=O)C1=C(C)NC(C)=C(C(=O)OC)C1c1ccc(N(C)C)cc1
  -7.0%, -1.8%, -0.6%, 7.4%, 7.5%, -0.5, 726, 19.8%, 0.6%, 12.8%
31	CCn1c(SCC(=O)N/N=C/C=C/c2ccco2)nnc1-c1ccccc1
  -4.8%, 0.4%, -6.5%, 15.1%, 10.7%, -9.4, 667, 6.4%, 21.9%, 27.3%
32	CC1(C)Cc2c(sc(NC(=O)C(=O)N3CCCC3)c2C#N)CO1
  -12.0%, /, /, -23.9%, /, -6.5, 749, 27.4%, 7.2%, /
33	CSCC[C@H](NC(=O)Nc1cccc(C(F)(F)F)c1)C(=O)O
  61.2%*, -2.2%, -6.0%, 13.2%, 6.0%, 6.6, 839, 8.7%, 0.6%, 17.1%
34	COCCCn1c(SCC(=O)NCc2ccccc2)nc2ccccc2c1=O
  -27.0%, -1.4%, -9.4%, 12.6%, 2.6%, -2.1, 741, 5.4%, 5.8%, -8.2%
35	CN1C(=O)NC(c2ccc(O)cc2)C(C(=O)c2cccs2)C1(O)C(F)(F)F (stereo not drawn)
  -7.5%, 0.7%, -3.5%, -5.9%, 6.6%, /, /, 1.3%, 3.0%, 21.1%
36	CCOc1ncccc1C(=O)Nc1nnc(C)s1
  -6.4%, /, -4.2%, -13.6%, 4.8%, -1.6, 724, 7.7%, -2.2%, -2.9%
37	CCOC(=O)c1ccc(N2NC(=O)/C(=C/c3ccc(OC(=O)c4ccco4)c(OC)c3)C2=O)cc1
  18.7%, -0.7%, -5.4%, 34.3%, 10.4%, 3.5, 720, 4.4%, 12.4%, 18.2%
38	Cc1ccc(NC(=O)NC2(C(=O)NCc3ccco3)CCCCC2)cc1
  -3.0%, -1.7%, -6.4%, -8.5%, 4.5%, 2.4, 761, 11.9%, 0.2%, 1.0%
39	O=C(O)Cn1nnnc1SCC(=O)Nc1ccccc1F
  -5.7%, -0.2%, -5.7%, 21.7%, 1.8%, 3.0, 734, 6.0%, -1.5%, 18.7%
40	CS/C(=C\[N+](=O)[O-])Nc1ccc(C)cc1
  -3.0%, -1.9%, -8.9%, 9.1%, 13.2%, -7.8, 689, 11.6%, 2.4%, 24.0%
41	O=C(Nc1nnc(C2CCCCC2)s1)C1CC(=O)N(c2ccccc2)C1 (stereo not drawn)
  -8.5%, /, /, -7.7%, /, -2.4, 785, 8.4%, -1.9%, /
42	CC(C)c1ccc(NC(=O)c2snc3ccc(Cl)cc23)cc1
  4.2%, -2.1%, -3.6%, 7.4%, 0.3%, -11.5, 652, -80.0%, 5.0%, 0.0%
43	Cc1cc(C)n(CC(=O)N/N=C/c2ccc3c(c2)OCO3)n1
  -2.9%, 1.2%, -6.9%, 0.0%, 2.3%, -3.0, 660, 9.1%, -3.0%, 4.3%
44	CC12CCC(C(=O)N(c3ccccc3Cl)C1=O)C2(C)C (stereo not drawn)
  -7.3%, 0.2%, -3.9%, -0.2%, 4.5%, -29.6, 621, 9.6%, 5.9%, -25.2%
45	O=C1/C(=C/c2cccc(Cl)c2)SC(=S)N1CCC(=O)N1CCCCC1CCO (stereo not drawn)
  -4.1%, /, /, -6.1%, /, -49.6, 688, 10.0%, -2.7%, /
46	Cc1ccc(-n2[nH]c(C)c(C=Nc3ccc4[nH]c(=O)[nH]c4c3)c2=O)cc1
  1.1%, -3.9%, -7.8%, -5.3%, 9.9%, -35.3, 529, 9.5%, -5.0%, -3.4%
47	CCOC(=O)c1ccc(NC(=O)NCCN2CCCCC2)cc1
  -1.9%, 0.4%, -6.3%, -2.2%, 11.3%, -4.1, 652, -2.5%, -1.8%, -3.2%
48	O=S(=O)(c1ccc(Nc2ccc(-c3ccc4c(c3)OCCO4)nn2)cc1)N1CCCC1
  -0.2%, -1.7%, -7.3%, 4.0%, 0.9%, 10.0, 791, -70.5%, -3.5%, 0.3%
49	Cc1ccc(C)c(NS(=O)(=O)c2ccc(OCC(=O)N3CCOCC3)cc2)c1
  -1.9%, -0.5%, -20.9%, 22.9%, 2.5%, -16.7, 730, -32.8%, 1.4%, -6.2%
50	C/C(Cl)=C/CSc1nnc2n(N)c(=O)c3ccccc3n12
  -10.6%, -0.9%, -4.9%, -3.1%, 11.3%, /, /, -45.3%, 3.4%, -4.3%
51	CC(C)Sc1nc2c(c(=O)n1C)SC(C)C2 (stereo not drawn)
  3.8%, -4.2%, -5.2%, 5.1%, 11.9%, 15.8, 648, 4.3%, 14.6%, 12.3%
52	Cc1noc(/C=C/N(C)C)c1S(=O)(=O)N1CCCC(C(=O)NCc2cccs2)C1 (stereo not drawn)
  -7.3%, -0.4%, -2.7%, -8.5%, 17.2%, /, /, 6.0%, -2.0%, 3.8%

Some values from above.
`CC12CCC(C(=O)N(c3ccccc3Cl)C1=O)C2(C)C` (stereo not drawn) – Siah-1 displacement: 5.9%
`O=S(=O)(c1ccc(Nc2ccc(-c3ccc4c(c3)OCCO4)nn2)cc1)N1CCCC1` – XIAP displacement: -7.3%

This is a subset; rates above refer to the full screens.
